Calpain2 inh: blocks pig calpain II enzyme activity; purified calpain II, fluorogenic peptide substrate, 30 min; inhibition, % at 16 µM; hit rate 0.37% among 220,000;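 active means inhibition above about 50%, limit read from the data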
PPC-1+TRAIL kill: kills PPC-1 cancer cells in the presence of TRAIL | hit rate 0.41% among 220,000 | PPC-1 cells + TRAIL, ATPLite viability luminescence | cell killing (% activity), % at 4 µM;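 active means cell killing above 50% in the first pass at 4 µM, then a duplicate retest at 5 µM averaging 50% or more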;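 further: plate controls were cells with TRAIL plus DMSO for no effect and medium-only wells lacking cells for full effect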
EBV gp42 block: inhibitors of Epstein-Barr virus glycoprotein 42; inhibition, % (tested at 21.74 µM); Q1HVG2; Fluorescence polarization binding assay, mP read-out; AID 1085; hit rate 0.42% among 220,000; in the data active means inhibition above about 50%
Target sequence (Q1HVG2 whole entry, looked up): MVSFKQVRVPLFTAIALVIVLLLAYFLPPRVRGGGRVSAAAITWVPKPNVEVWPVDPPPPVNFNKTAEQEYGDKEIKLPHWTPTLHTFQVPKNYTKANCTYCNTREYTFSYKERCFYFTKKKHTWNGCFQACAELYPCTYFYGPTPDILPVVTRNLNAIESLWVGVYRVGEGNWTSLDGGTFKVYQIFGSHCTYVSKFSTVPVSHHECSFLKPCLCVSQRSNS
Starred values were filed as active, the others as inactive; . = no result given. A portion of the library. The share of hits here may be higher or lower than overall.

1: CCCn1c(=NC(=O)c2ccc3c(c2)OCO3)c(C#N)cc2c(=O)n3cccc(C)c3nc21
  Calpain2 inh = . | PPC-1+TRAIL kill = 46.8 | EBV gp42 block = .
2: COc1cccc(C2/C(=C(\O)c3c(C)nc4c(C)cccn34)C(=O)C(=O)N2CCCN(C)C)c1 (stereo unspecified)
  Calpain2 inh = . | PPC-1+TRAIL kill = 1.1 | EBV gp42 block = .
3: Cc1ccc(C)c(NC(=O)Cn2nc(C)c3ccccc3c2=O)c1
  Calpain2 inh = . | PPC-1+TRAIL kill = 7.4 | EBV gp42 block = .
4: COc1ccc(-c2nnc3sc(-c4ccccn4)nn23)cc1
  Calpain2 inh = . | PPC-1+TRAIL kill = -11.9 | EBV gp42 block = .
5: COc1ccc2c(c1)cc(C)c1nnc(SCC(=O)N3CCN(C(=O)c4ccco4)CC3)n12
  Calpain2 inh = . | PPC-1+TRAIL kill = 4.7 | EBV gp42 block = .
6: Cn1c(N2CCN(C(=O)C34CC5CC(CC(C5)C3)C4)CC2)nc2ccccc21
  Calpain2 inh = . | PPC-1+TRAIL kill = -9.4 | EBV gp42 block = .
7: COc1ccccc1-c1nn2c(-c3ccccc3Cl)nnc2s1
  Calpain2 inh = . | PPC-1+TRAIL kill = 19.5 | EBV gp42 block = .
8: COc1ccccc1CNC(=O)c1cnc2sccn2c1=O
  Calpain2 inh = . | PPC-1+TRAIL kill = 18.2 | EBV gp42 block = .
9: Cn1cc(Cl)c(C(=O)N(Cc2ccccc2)c2ccccn2)n1
  Calpain2 inh = . | PPC-1+TRAIL kill = 9.1 | EBV gp42 block = .
10: CC1CCCCC1NC(=O)CSc1nc2ccccc2c(=O)n1Cc1ccco1 (stereo unspecified)
  Calpain2 inh = . | PPC-1+TRAIL kill = 3.9 | EBV gp42 block = .

As entered above:
PPC-1+TRAIL kill result of no. 5 stands at 4.7
PPC-1+TRAIL kill result of no. 2 stands at 1.1
PPC-1+TRAIL kill result of no. 8 stands at 18.2
PPC-1+TRAIL kill result of no. 10 stands at 3.9
PPC-1+TRAIL kill result of no. 6 stands at -9.4
PPC-1+TRAIL kill result of no. 1 stands at 46.8
PPC-1+TRAIL kill result of no. 7 stands at 19.5

Whole records from above. Values in the order: Calpain2 inh	PPC-1+TRAIL kill	EBV gp42 block
Cn1cc(Cl)c(C(=O)N(Cc2ccccc2)c2ccccn2)n1 across the screens: .	9.1	.
COc1ccccc1-c1nn2c(-c3ccccc3Cl)nnc2s1 across the screens: .	19.5	.
COc1ccccc1CNC(=O)c1cnc2sccn2c1=O across the screens: .	18.2	.

New compounds follow:
Values in the order – Calpain2 inh | PPC-1+TRAIL kill | EBV gp42 block
#11 CCOC(=O)Cn1c(=O)c2c(nc3n2CCN3c2ccc(C)cc2)n(C)c1=O
    . | 18.6 | .
#12 CC1(C)CN=C(N2CCN(C3=NCC(C)(C)S3)CC2)S1
    . | -13.7 | .
#13 COc1cc(C2c3c(oc4ccc(C)cc4c3=O)C(=O)N2c2cc(C)ccn2)cc(OC)c1OC (stereo unspecified)
    . | 8.5 | .
#14 Cc1ccc(C)c2[nH]c(=O)c(CCNC(=O)C(C)C)cc12
    . | 1.0 | .
#15 Cc1ccc(S(=O)(=O)c2cc3c(=O)n4cccc(C)c4nc3n(CC3CCCO3)c2=N)cc1 (stereo unspecified)
    . | 1.4 | .
#16 Nc1ccc(N)c(C(=O)O)c1
    22.8 | . | 107.9*

EBV gp42 block: what is marked active above.
cpd	molecule	Calpain2 inh	EBV gp42 block
16	Nc1ccc(N)c(C(=O)O)c1	22.8	107.9*

Screening results as filed in PubChem BioAssay.
